TrxR1 substrate: qHTS Assay for Substrates of Mammalian Selenoprotein Thioredoxin Reductase 1 (TrxR1): qHTS | Thioredoxin reductase 1, cytoplasmic (Rattus norvegicus), O89049 | purified TrxR1 substrate turnover, NADPH consumption readout | Potency, µM (highest dose often 114 µM), without a hit: at the top dose activity change, negative = substrate turnover | actives 0.01% (n = 390,000) | AID 588456, 2011; further: potency means the concentration at half of the fitted maximal effect; on the % scale 0 is the no-effect control and ±100 the full control effect; nearly all actives have a fitted effect of over 50% in size
Target sequence (O89049 whole entry, looked up): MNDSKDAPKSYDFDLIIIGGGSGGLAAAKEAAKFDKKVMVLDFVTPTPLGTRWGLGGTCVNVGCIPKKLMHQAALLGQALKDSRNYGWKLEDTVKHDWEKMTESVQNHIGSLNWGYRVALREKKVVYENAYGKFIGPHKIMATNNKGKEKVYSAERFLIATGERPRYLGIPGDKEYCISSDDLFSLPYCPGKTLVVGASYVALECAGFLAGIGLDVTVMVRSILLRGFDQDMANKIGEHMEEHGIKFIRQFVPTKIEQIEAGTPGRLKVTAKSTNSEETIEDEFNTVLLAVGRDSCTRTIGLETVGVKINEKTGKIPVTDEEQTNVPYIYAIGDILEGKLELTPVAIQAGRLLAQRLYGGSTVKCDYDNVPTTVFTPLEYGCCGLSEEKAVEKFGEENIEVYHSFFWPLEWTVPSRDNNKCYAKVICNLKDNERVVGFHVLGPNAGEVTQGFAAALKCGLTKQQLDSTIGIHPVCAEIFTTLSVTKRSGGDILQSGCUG
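Rat TrxR1, dispensed at 90 nM, was prereduced with 400 uM NADPH (final) for 5 min at ~22 deg C, then incubated with compound 15 min before 400 uM selenite. A first-read NADPH fluorescence drop versus no-compound background flagged substrates.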
RGS4 inhibitor: Inhibitors of Regulator of G Protein Signaling (RGS) 4: qHTS; Regulator of G-protein signaling 4 (Homo sapiens), P49798; AID 504845, 2011; actives 0.039% (n = 390,000); Potency, µM (series often up to 114 µM), without a hit: at the highest dose activity change, negative = inhibition, most hits filed as inhibitors; Transcreener GDP fluorescence polarization, RGS4-accelerated GTP hydrolysis; further: potency means the concentration at half of the fitted maximal effect; on the % scale 0 is the no-effect control and ±100 the full control effect; nearly all actives have a fitted effect of over 75% in size; some results filed as inactive show a strong effect at the top dose
Target sequence (P49798 whole entry, looked up): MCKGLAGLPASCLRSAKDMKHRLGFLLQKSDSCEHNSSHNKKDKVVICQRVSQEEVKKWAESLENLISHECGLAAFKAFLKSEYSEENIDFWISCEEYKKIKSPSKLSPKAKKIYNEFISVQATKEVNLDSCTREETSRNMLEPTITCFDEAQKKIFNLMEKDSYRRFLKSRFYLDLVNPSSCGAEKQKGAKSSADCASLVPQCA
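MLSMR compounds (23 nl, pin-transferred) preincubated 10 min at room temperature with a 500nM (2x) first reagent, then RGS4 at 900nM (2x) plus Transcreener GDP mix added; fluorescence polarization (620/688 nm) read before and after 90 min at 30 °C.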
LDHA inh: qHTS assay for inhibitors of human lactate dehydrogenase | actives 0.15% (n = 480,000) | activity change, % (values are at about 110 or 230 µM) | L-lactate dehydrogenase A chain (Homo sapiens), P00338 | purified LDHA, NADH/diaphorase-resazurin fluorescence; stronger effect = lower value; in the data active means activity change below about -30%; inconclusive means mostly about -25% to -30%;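 further: plate controls were DMSO wells for no effect and wells without enzyme for full effect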
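LDH5 2 nM; NADH 0.06 mM, pyruvate 0.2 mM; 200 mM Tris pH 7.4, EDTA, Tween-20; 5 min RT. Detection: diaphorase 0.133 mg/mL + resazurin 37 µM, fluorescence ex540/em590 at 0 and 20 min; normalized to enzyme-free and DMSO wells.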
mIDH1 inhibitor: qHTS for Inhibitors of mutant isocitrate dehydrogenase 1 (IDH1): qHTS. Isocitrate dehydrogenase [NADP] cytoplasmic (Homo sapiens), O75874. AID 602179, 2012. IDH1-R132H enzyme, NADPH consumption, diaphorase/resazurin fluorescence. actives 0.093% (n = 390,000). Potency, µM (doses to about 76.6 µM), without a hit: at the highest dose activity change, negative = inhibition, usual class: inhibitors; further: potency means the concentration at half of the fitted maximal effect; on the % scale 0 is the no-effect control and ±100 the full control effect; nearly all actives have a fitted effect of over 65% in size
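IDH1-R132H (0.5 ug/mL dispensed) in pH 7.5 Tris buffer was preincubated 30 min with compound, then given a substrate mix of 0.016 mM NADPH and 2 mM alpha-KG for 80 min at room temperature; remaining NADPH was read by diaphorase/resazurin fluorescence.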
GRP78 ERSR act: qHTS for Inducers of the Endoplasmic Reticulum Stress Response (ERSR) in Human Glioma: qHTS; AID 602332, 2012; actives 0.02% (n = 420,000); U87-MG GRP78 promoter luciferase reporter, 16 h; Potency, µM, for inactives: at the highest dose activation, hits mostly activators; further: potency means the concentration at half of the fitted maximal effect; series mostly up to about 76 µM; % of control where 0% means no effect; nearly all actives have a fitted effect of over 35% in size
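Stably transfected U87-MG glioma cells carrying a GRP78-based luciferase sensor; 16 h compound incubation. Luminescence end-point read 10 min after Bright-Glo addition at room temperature.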
Vif-APOBEC3G blk: qHTS for Inhibitors of Vif-A3G Interactions: qHTS | AID 602310, 2012 | HeLa A3G-eYFP + Vif (tagged APOBEC3G with the HIV-1 protein that degrades it), YFP fluorescence, overnight | Potency, µM (highest dose often 46.1 µM), inactives show top-dose activity, negative = active, hits mostly inhibitors | DNA dC->dU-editing enzyme APOBEC-3G (Homo sapiens), Q9HC16 | actives 0.076% (n = 410,000);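 further: potency means the concentration at half of the fitted maximal effect; on the % scale 0 is the no-effect control and ±100 the full control effect; nearly all actives have a fitted effect of over 60% in size; hits raise eYFP signal because A3G escapes Vif-driven loss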
Target sequence (Q9HC16 whole entry, looked up): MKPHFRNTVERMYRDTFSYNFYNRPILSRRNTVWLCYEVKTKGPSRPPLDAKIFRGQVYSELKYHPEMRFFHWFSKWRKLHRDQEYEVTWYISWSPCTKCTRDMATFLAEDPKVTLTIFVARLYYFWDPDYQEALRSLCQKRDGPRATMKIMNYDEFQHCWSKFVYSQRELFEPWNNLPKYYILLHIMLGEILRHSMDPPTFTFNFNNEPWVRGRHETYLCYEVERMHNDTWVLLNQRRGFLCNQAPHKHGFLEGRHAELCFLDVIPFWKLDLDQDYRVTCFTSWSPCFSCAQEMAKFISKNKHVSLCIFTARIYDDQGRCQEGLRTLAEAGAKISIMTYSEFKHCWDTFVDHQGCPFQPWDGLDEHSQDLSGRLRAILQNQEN
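HeLa cells stably expressing Vif and C-terminally eYFP-tagged A3G, seeded overnight at 37 deg C, then exposed to compound by pintool overnight at 37 deg C. Rise in yellow fluorescence (Ex 488/Em 500-530, Acumen) marks blocked Vif-driven A3G degradation.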
TrxR1 inh: qHTS Assay for Inhibitors of Mammalian Selenoprotein Thioredoxin Reductase 1 (TrxR1): qHTS; Thioredoxin reductase 1, cytoplasmic (Rattus norvegicus), O89049; recombinant rTrxR1, NADPH fluorescence consumption, selenite substrate; Potency, µM (titrated, usually from 114 µM), for the others: top-dose activity change, negative = inhibition, hits mostly inhibitors; actives 1% (n = 390,000); AID 588453, 2011; further: potency means the concentration at half of the fitted maximal effect; on the % scale 0 is the no-effect control and ±100 the full control effect; nearly all actives have a fitted effect of over 65% in size
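Rat TrxR1 (90 nM in the dispensed reagent) was pre-reduced with 400 uM NADPH for 5 min at room temperature, then incubated with compound for 15 min. After 400 uM selenite was added, NADPH fluorescence (Ex 340/Em 450 nm) was followed for 8 min.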
USP1-UAF1 inh: Inhibitors of USP1/UAF1: Primary Screen; AID 743255, 2014; actives 0.23% (n = 390,000); recombinant USP1/UAF1, Ub-Rhodamine cleavage fluorescence; Potency, µM (doses to about 57.1 µM), without a hit: at the highest dose activity change, negative = inhibition, usual class: inhibitors; further: potency means the concentration at half of the fitted maximal effect; on the % scale 0 is the no-effect control and ±100 the full control effect; nearly all actives have a fitted effect of over 60% in size; inactives centre near -12
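USP1/UAF1 complex (1 nM) preincubated 15 min at room temperature with compound, then Ub-Rho substrate (150 nM final) added. Kinetic fluorescence at 480/540 nm over 6 reads at 60 s intervals; 50 mM HEPES pH 7.8, 0.5 mM EDTA, 0.1 mg/ml BSA, 1 mM TCEP, 0.01% Tween-20.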
Vif-A3F inh: qHTS for Inhibitors of Vif-A3F Interactions: qHTS | HeLa A3F-eYFP + Vif (tagged APOBEC3F with the HIV-1 protein that degrades it), YFP fluorescence increase | Potency, µM (series often up to 46.1 µM), without a hit: top-dose activity, negative = active | actives 0.2% (n = 390,000); further: potency means the concentration at half of the fitted maximal effect; % of control where 0% means no effect; nearly all actives have a fitted effect of over 65% in size
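HeLa cells stably expressing A3F-eYFP plus Vif, plated and incubated overnight at 37 deg C, then exposed to compounds overnight at 37 deg C. Blocked degradation read as raised yellow fluorescence (Ex 488/Em 500-530).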
Starred values were filed as active, the others as inactive; ? = inconclusive; nt = no result given; & = joins results of further samples; [ ] = remark or other dose. Unless noted, the call rests on the fitted dose curve; in most records, active means well fitted curve in the direction sought with a large enough effect; inconclusive means small, poorly fitted or top-dose-only effect, or another doubt; inactive means no such curve, though single readings can be large; an effect the other way counts as inactive or inconclusive. This is a subset; the hit share may differ from the screen's.

nr | molecule | TrxR1 substrate | RGS4 inhibitor | LDHA inh | mIDH1 inhibitor | GRP78 ERSR act | Vif-APOBEC3G blk | TrxR1 inh | USP1-UAF1 inh | Vif-A3F inh
1 | Cc1ccc(NC(=O)CN2C(=O)CN=C(c3ccccc3)c3ccccc32)cc1 | -4%[57.1 µM] | 20% | -1 | 5% | -1% | 1% | 5%[57.1 µM] | -1% | 0%
2 | O=C(c1ccccc1)c1cn(CC(=O)N2CCCC2)c2ccccc12 | -1%[57.1 µM] | 20% | -2 | 4% | -5% | 0% | -6%[57.1 µM] | -6% | -9%
3 | Cc1ccccc1N1C(=O)NC(=O)/C(=C\c2cnn(-c3ccccc3)c2)C1=O | 6% | ? | -22 | -2% | -10% | -29% | ? | -18% | -9%
4 | O=C1CNC(c2ccccc2Cl)c2cc(Br)ccc2N1 (stereo unspecified) | 3%[2.29 µM] | ? | -2 | 3% | -1% | -5% | 10%[57.1 µM] | -5% | ?
5 | Cc1c(C)c2ccc(OCC(=O)N3C[C@H]4C[C@@H](C3)c3cccc(=O)n3C4)cc2oc1=O | 78%[activator] | 2% | 2 | 5% | -2% | 1% | -21% | -20% | -5%
6 | C=C1CCN(C(Cc2ccccc2)C(=O)Nc2ccc(OC)cc2)S(=O)(=O)c2ccccc21 (stereo unspecified) | 1% | -6% | nt | nt | -3% | -5% | 61%[activator] | nt | nt
7 | COc1cc2c(cc1OC)C1[C@H]3C(=CC[C@H]1OC2O)CCN3C (stereo partly specified) | 5% | -4% | 3 | 10% | -2% | 1% | 17% | ? | 2%
8 | CCN1C[C@]2(COC)CC[C@H](O)[C@@]34C5C[C@H]6[C@H](O)C5[C@](O)(C[C@H]6OC)[C@@H]([C@H](OC)C23)[C@@H]14 (stereo partly specified) | -3% | -5% | -3 | -8% | -3% | -1% | 1% | -9% | -2%
9 | CC1=Nc2ccccc2/C1=C/c1c(O)[nH]c(=O)[nH]c1=O | -17% | -37% | 0 | 1% | -4% | -7% | ? | ? | -9%
10 | COC(=O)C1=C(c2ccc(F)cc2F)C[C@@H]2CC[C@H]1N2C(=O)NCC1CC1 | 11% | 22% | -8 | -7% | -5% | -1% | 8%[57.1 µM] | -24% | 0%
11 | C=CCN1C(=O)C2(C(C(=O)OC)=C(N)Oc3c2c(=O)oc2ccccc32)c2ccccc21 (stereo unspecified) | -4% | 20% | 1 | nt | -4% | -3% | 15% | nt | nt
12 | CCn1c(CN2CCN(C)CC2)nc2ccccc21 | 3%[57.1 µM] | 1% | -3 | 5% | -2% | -4% | 31%[57.1 µM] | -7% | 1%
13 | CCOP(=S)(OCC)SCC(=O)NC(C)(CC)C(=O)O (stereo unspecified) | -5% | -46%[56.9 µM] | -3 | 2% | -9% | 2% | 4% | -7% | 0%
14 | COc1ccc2nc(NC(=O)CCc3nc(C4=CCN(C)CC4)no3)sc2c1 | 4% | 4% | 1 | -2% | 1% | -5% | 12% | -18% | 3%
15 | Cc1ccc(-c2cc(-c3ccc(C)cc3)[n+](-c3ccc(C(=O)[O-])cc3)c(-c3ccc(C)cc3)c2)cc1 | 30%[activator] | 17% | -5 | -6% | -1% | 3% | -4% | -4% | -9%
16 | O=C(Cc1ccccc1)OCCN1CCCCC1 | -6% | -9% | -1 | -2% | 2% | 1% | 1% | -17% | 2%
17 | CCCCCOc1ccc(C)cc1CN(CCCl)CCCl | 4%[57.1 µM] | -28% | 3 | ? | 0% | -19% | ? | -6% | 4%
18 | O=C(Nc1ccc(Cl)cc1)OC1CN2CCC1CC2 (stereo unspecified) | -11%[57.1 µM] | -1% | -6 | 10% | -2% | 5% | -9%[57.1 µM] | -21% | -1%
19 | Cc1ccc(C(=O)N/C(=C\Cl)P(=O)(c2ccccc2)c2ccccc2)cc1 | 7%[57.1 µM] | -12% | -4 | 8% | -5% | -8% | 11%[57.1 µM] | ? | 1%
20 | COc1ccccc1N=Nc1c(O)[nH]c(=S)[nH]c1=O | -9%[57.1 µM] | -12% | -3 | 11% | ? | -6% | -7%[57.1 µM] | ? | -7%

Pulled one by one from the entries so far (2):
nr | molecule | TrxR1 substrate | RGS4 inhibitor | LDHA inh | mIDH1 inhibitor | GRP78 ERSR act | Vif-APOBEC3G blk | TrxR1 inh | USP1-UAF1 inh | Vif-A3F inh
11 | C=CCN1C(=O)C2(C(C(=O)OC)=C(N)Oc3c2c(=O)oc2ccccc32)c2ccccc21 (stereo unspecified) | -4% | 20% | 1 | nt | -4% | -3% | 15% | nt | nt
20 | COc1ccccc1N=Nc1c(O)[nH]c(=S)[nH]c1=O | -9%[57.1 µM] | -12% | -3 | 11% | ? | -6% | -7%[57.1 µM] | ? | -7%

New compounds follow
nr | smiles | TrxR1 substrate | RGS4 inhibitor | LDHA inh | mIDH1 inhibitor | GRP78 ERSR act | Vif-APOBEC3G blk | TrxR1 inh | USP1-UAF1 inh | Vif-A3F inh
21 | CCCCCCC(C)(C)c1ccc([C@@H]2C[C@H](O)CC[C@H]2CCCO)c(O)c1 | ? | ? | 3&-1 | -14% | -12%&-4%&-7% | -1%&1% | ? | 8% | -5%
22 | CCOC(=O)C1(c2ccccc2)Oc2ccccc2C(c2ccc(OC)cc2)=C1C(=O)OC (stereo unspecified) | 0% | -13% | -5 | -6% | 2%&-5% | -5% | ? | -14% | ?
23 | Cc1ccc(-c2cc(C(F)F)n3ncc(C(=O)N4CCC5(CC4)OCCO5)c3n2)cc1 | 13% | 9% | 1 | 7% | 2% | 1% | 5% | -11% | -8%
24 | CSc1ncc(/C=C2/C(=O)NC(=O)N(C)C2=O)cn1 | 0% | ? | 0 | 3% | 1% | 0% | 14µM* | 2% | -5%
25 | OCCN1CCN(CCCN2c3ccccc3Sc3ccc(C(F)(F)F)cc32)CC1 | 3%[57.1 µM] | ? | -1 | 3% | -10%&-6%&-6%&-7%&-12% | -1% | 2%[57.1 µM] | -9% | -8%
26 | COC(=O)C1=C(c2ccc(C(C)=O)cc2)C[C@@H]2CC[C@H]1N2C(=O)NCc1ccc2c(c1)OCO2 | -9%[57.1 µM] | 0% | 3 | 16% | -2% | 0% | 5%[57.1 µM] | -28% | 2%
27 | O=C(/C=C/c1ccccc1)NC(=S)N1C[C@H]2C[C@H](C1)c1cccc(=O)n1C2 | -5% | -17% | -9 | 0% | -3% | 1% | -11% | ? | -8%
28 | S=c1[nH]c2cc(Br)cnc2[nH]1 | 5%[57.1 µM] | -39% | -6 | -6% | -3% | -3% | ? | -9% | 10%
29 | COc1cc2c(cc1OC)-c1c(OC)c(OC)cc3c1C(C2)N(C)CC3 (stereo unspecified) | 16% | 15% | 18 | -6% | -1% | -2% | -1% | ? | 7%
30 | Cn1c(O)c(C=NCCOc2ccc(Cl)cc2)c(=O)n(C)c1=O | -14% | 12% | -1 | 0% | -3% | 1% | -15% | 6% | -3%
31 | Cc1ccc(N(C)C(=O)Oc2cccc3ccc(C)nc23)cc1 | -8% | -2% | -5 | 0% | 1% | 1% | -7% | -7% | 1%
32 | O=C(Nc1ccc(Br)cc1C(=O)c1ccccc1Cl)c1ccc(Br)cc1 | 0% | 2% | 1 | 1% | -2% | -3% | 1% | -5% | 1%
33 | CCOc1cc(/C=C2\C(=O)NC(=O)N(CCc3ccc(F)cc3)C2=O)ccc1O | -5% | ? | 0 | -3% | -1% | -19% | 11µM* | -17% | ?
34 | CC(=O)Nc1cc(C(=O)N2CCC3(CC2)OCCO3)ccc1Sc1ccc(F)cc1 | 3% | 5% | -4 | 2% | -4% | -4% | 15% | -21% | 10%
35 | Cc1ccc(OCC(=O)N2CCN(Cc3ccc4c(c3)OCO4)CC2)cc1C | 3% | -1% | -3 | -2% | -4% | 0% | 8% | -18% | -2%
36 | C#CCOc1ccc2c(c1)c(C(C)=O)c(C)n2Cc1ccccc1 | 8%[2.29 µM] | -30% | 0 | 6% | -3% | -9% | 6%[57.1 µM] | -2% | -5%
37 | CCOc1ccc(CN(CCc2ccc3c(c2)OCO3)Cc2cccc(OC)c2)cc1 | 3% | -14% | -19 | 13% | -5% | 1% | 14% | -9% | -4%

Down the list, as entered above:
Nos. 32 to 37 in Vif-A3F inh, in turn: 1%, ?, 10%, -2%, -5%, -4%
Nos. 32 to 37 in RGS4 inhibitor, in turn: 2%, ?, 5%, -1%, -30%, -14%

Source: PubChem BioAssay (National Center for Advancing Translational Sciences (NCATS))
